# ERG-DNA inh: qHTS for Small Molecule Inhibitors of the ERG Ets/DNA interaction | Transcriptional regulator ERG (Homo sapiens), P11308 | fluorescence polarization, His-ERG Ets domain / labelled DNA | Potency, µM (highest dose often 76.9 µM), without a hit: at the top dose FP activity, negative = inhibition, hits mostly inhibitors | 0.028% of 370,000 active | AID 624246, 2012; active means well fitted inhibition curve with a large enough effect in the polarisation, with a control signal flat; inconclusive means small, poorly fitted or top-dose-only effect, or effect the other way, or a change in a side signal; inactive means no such curve, though single readings can be large or run the other way; the % refers to the polarisation;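 further: polarization taken with two DNA probes labelled with fluorescein and Texas red; potency means the concentration at half of the fitted maximal effect; % of control where 0% means no effect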
# Target sequence (P11308 whole entry, looked up, the tested form may be a part): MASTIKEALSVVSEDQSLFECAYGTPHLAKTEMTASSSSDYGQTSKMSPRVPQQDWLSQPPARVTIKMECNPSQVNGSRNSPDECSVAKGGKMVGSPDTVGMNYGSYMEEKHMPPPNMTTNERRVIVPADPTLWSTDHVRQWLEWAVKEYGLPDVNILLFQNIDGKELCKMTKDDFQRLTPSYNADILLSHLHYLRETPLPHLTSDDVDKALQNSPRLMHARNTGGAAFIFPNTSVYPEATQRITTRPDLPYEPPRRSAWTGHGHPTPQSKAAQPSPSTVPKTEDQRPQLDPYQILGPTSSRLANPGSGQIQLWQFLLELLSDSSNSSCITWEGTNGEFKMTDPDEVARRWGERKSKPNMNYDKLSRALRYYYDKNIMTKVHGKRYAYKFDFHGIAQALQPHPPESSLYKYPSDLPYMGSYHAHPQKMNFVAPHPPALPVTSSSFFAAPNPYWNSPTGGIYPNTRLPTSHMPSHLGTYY
#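 His-tagged ERG Ets domain (1 uM in the protein solution; 300mM KCl, 50mM Tris-HCl, 1mM EDTA, 1mM DTT, pH 7.5) received compound, then a probe mix of 5 nM fluorescein-DNA and 100nM Texas-615-DNA. Fluorescence polarization was read for both dyes.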
# LDHA inh: qHTS assay for inhibitors of human lactate dehydrogenase; purified LDHA, NADH/diaphorase-resazurin fluorescence; hits give low values; activity change, % (values are at about 110 or 230 µM); 0.15% of 480,000 active; AID 1347041, 2019; in the data active means activity change below about -30%; inconclusive means mostly about -25% to -30%;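 further: plate controls were DMSO wells for no effect and wells without enzyme for full effect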
#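 Enzyme activity of human lactate dehydrogenase 5 (2 nM; 0.06 mM NADH, 0.2 mM pyruvate, 5 min, RT) is measured via a resazurin/diaphorase fluorescence readout of residual NADH.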
# Vif-A3G inh: qHTS for Inhibitors of Vif-A3G Interactions: qHTS. 0.076% of 410,000 active. HeLa A3G-eYFP + Vif (tagged APOBEC3G with the HIV-1 protein that degrades it), YFP fluorescence, overnight. Potency, µM (doses to about 46.1 µM), inactives show at the highest dose activity, negative = active, actives largely listed as inhibitors. DNA dC->dU-editing enzyme APOBEC-3G (Homo sapiens), Q9HC16;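 further: potency means the concentration at half of the fitted maximal effect; on the % scale 0 is the no-effect control and ±100 the full control effect; nearly all actives have a fitted effect of over 60% in size; hits raise eYFP signal because A3G escapes Vif-driven loss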
#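 Read-out is eYFP fluorescence (Ex 488/Em 500-530) from Vif-expressing HeLa A3G-eYFP cells; more signal means A3G escaped Vif-mediated degradation. Cells plated overnight, compound pinned in, incubated overnight at 37 deg C.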
# ALOX12 inh: Primary qHTS assay for inhibitors of human arachidonate 12S-lipoxygenase (ALOX12): Round 2. AID 1671190, 2021. Polyunsaturated fatty acid lipoxygenase ALOX12 (Homo sapiens), P18054. Potency, µM (titrated, usually from 108 µM), for inactives: at the top dose activity change, negative = inhibition, actives largely listed as inhibitors. purified 12hLO, xylenol orange hydroperoxide absorbance. 1.1% of 580,000 active; further: potency means the concentration at half of the fitted maximal effect; on the % scale 0 is the no-effect control and ±100 the full control effect
#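 Purified human 12hLO at 150 nM in 25 mM Hepes, 0.01% Triton X-100, pH 7.0, preincubated 15 min at room temperature with compound. Reaction started with 40 uM arachidonic acid, 30 min at room temperature. Hydroperoxide measured by Fe-xylenol orange, 573/405 nm absorbance ratio.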
# D2 antagonist: HTS Assay for Allosteric Antagonists of the Human D2 Dopamine Receptor: Primary Screen for Antagonists; D(2) dopamine receptor (Homo sapiens), P14416; inhibition, % at 10 µM; HEK293 TREx D2 cells, calcium flux, dopamine EC80; 2% of 340,000 active; in the data active means inhibition above about 30%; further: 0% is about no effect
# Target sequence (P14416 whole entry, looked up): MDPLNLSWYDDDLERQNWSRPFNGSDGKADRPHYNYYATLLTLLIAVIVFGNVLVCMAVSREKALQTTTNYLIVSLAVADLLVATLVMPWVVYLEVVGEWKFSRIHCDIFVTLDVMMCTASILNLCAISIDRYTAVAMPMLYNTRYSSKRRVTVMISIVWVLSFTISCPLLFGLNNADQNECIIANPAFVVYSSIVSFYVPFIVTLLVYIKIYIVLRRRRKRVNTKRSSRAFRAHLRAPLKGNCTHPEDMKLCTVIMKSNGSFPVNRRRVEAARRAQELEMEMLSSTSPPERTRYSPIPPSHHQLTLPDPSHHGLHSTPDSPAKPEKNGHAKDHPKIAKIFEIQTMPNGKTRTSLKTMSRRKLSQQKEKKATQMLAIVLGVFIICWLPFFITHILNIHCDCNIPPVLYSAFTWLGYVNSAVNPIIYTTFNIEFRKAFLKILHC
#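 Tetracycline-induced HEK293 TREx cells expressing D2 receptor forced-coupled to calcium signalling, loaded with no-wash calcium dye. Compounds added and calcium flux read 180 s, then dopamine added at EC80 and read a further 180 s.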
# D2 agonist: HTS Assay for Allosteric Agonists of the Human D2 Dopamine Receptor: Primary Screen for Agonists. D(2) dopamine receptor (Homo sapiens), P14416. activation, % at 2 µM. HEK293 T-REx D2 cells, calcium flux agonist mode. 0.53% of 340,000 active;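 active means activation over 3 SD above normal in the single-dose calcium agonist read, cut at about 30% in these data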; further: 0% is about no effect
#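 Agonism is scored from calcium flux in a force-coupled, inducible HEK293 cell line expressing D2, read kinetically for 180 s after compound addition against dopamine controls.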
# Glioma ERSR ind: qHTS for Inducers of the Endoplasmic Reticulum Stress Response (ERSR) in Human Glioma: qHTS | Potency, µM, inactives show at the highest dose activation, hits mostly activators | U87-MG GRP78 promoter luciferase reporter, 16 h | 0.02% of 420,000 active; further: potency means the concentration at half of the fitted maximal effect; series mostly up to about 76 µM; % of control where 0% means no effect; nearly all actives have a fitted effect of over 35% in size
#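 Stably transfected U87-MG glioma cells carrying a GRP78-based luciferase sensor; 16 h compound incubation. Luminescence end-point read 10 min after Bright-Glo addition at room temperature.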
# RGS4 inh: Inhibitors of Regulator of G Protein Signaling (RGS) 4: qHTS. Regulator of G-protein signaling 4 (Homo sapiens), P49798. Transcreener GDP fluorescence polarization, RGS4-accelerated GTP hydrolysis. Potency, µM (series often up to 114 µM), for the others: top-dose activity change, negative = inhibition, hits mostly inhibitors. 0.039% of 390,000 active. AID 504845, 2011; further: potency means the concentration at half of the fitted maximal effect; on the % scale 0 is the no-effect control and ±100 the full control effect; nearly all actives have a fitted effect of over 75% in size; some results filed as inactive show a strong effect at the top dose
#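 MLSMR compounds (23 nl, pin-transferred) preincubated 10 min at room temperature with a 500nM (2x) first reagent, then RGS4 at 900nM (2x) plus Transcreener GDP mix added; fluorescence polarization (620/688 nm) read before and after 90 min at 30 °C.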
# Vif-A3F inh: qHTS for Inhibitors of Vif-A3F Interactions: qHTS; Potency, µM (highest dose often 46.1 µM), inactives show top-dose activity, negative = active; HeLa A3F-eYFP + Vif (tagged APOBEC3F with the HIV-1 protein that degrades it), YFP fluorescence increase; AID 602313, 2012; 0.2% of 390,000 active; further: potency means the concentration at half of the fitted maximal effect; % of control where 0% means no effect; nearly all actives have a fitted effect of over 65% in size
#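 Fluorescence increase (Ex 488/Em 500-530) after overnight compound treatment at 37 deg C flags inhibition of Vif-driven A3F-eYFP loss in stable HeLa A3F-eYFP/Vif cells seeded overnight beforehand.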
# * marks the source's active call; other numbers are inactive results; ? = inconclusive; nt = not tested or not shown; & = joins results of further samples; [ ] = dose if it differs, or a comment. Unless noted, the call rests on the fitted dose curve; in most records, active means well fitted curve in the direction sought with a large enough effect; inconclusive means small, poorly fitted or top-dose-only effect, or another doubt; inactive means no such curve, though single readings can be large; an effect the other way counts as inactive or inconclusive. Only part of the results is shown; the hit share may differ from the screen's.
item	molecule	ERG-DNA inh	LDHA inh	Vif-A3G inh	ALOX12 inh	D2 antagonist
1	COc1ccc2c(c1)OC(c1ccccc1)(C(F)(F)F)NC2=O (stereo not drawn)	1%	-6	-3%	2%	-11
2	CCCCONc1ncnc2nonc12	5%	0	-1%	-20%	8
3	O=c1ccn([C@@H]2O[C@H](CNCc3ccc(-n4cccn4)cc3)[C@@H](O)[C@H]2O)c(=O)[nH]1	-8%	-1	2%	64%[activator]	nt
4	NC(=O)COc1ccc(NS(=O)(=O)Cc2ccccc2)cc1	7%	-6	-2%	25%	-3
5	CCOC(=O)c1cc2c(=O)n3ccccc3nc2n(Cc2ccc(Cl)cc2)c1=N	9%	-5	-5%	-9%	nt
6	O=c1[nH]c(=O)n(C2OC(CO)C(O)C2O)cc1F (stereo not drawn)	nt	-2	?	nt	nt
7	Cc1ccc(NC(=O)c2ccc3nc[nH]c3c2)cc1C	?	2&-1	-8%	-24%&-13%	3
8	COc1ccccc1CNc1nc(Nc2cccc(-c3cnco3)c2)c2sccc2n1	nt	-10	-18%	-12%	nt
9	C=CCn1c(SCC(=O)NCCc2ccccc2)nnc1C(C)NC(=O)c1cccs1 (stereo not drawn)	6%	2	-9%	?	18
10	COc1ccc(NC(=S)N2CCN(S(C)(=O)=O)CC2)cc1OC	3%	-6	1%	0%	-5
11	Brc1cnc2ccccc2c1N1CCCCC1	-10%	0	2%	11%	nt
12	COc1ccc(N2CCN(C(=O)NC(=O)c3ccccc3)CC2)cc1	-7%	-1	0%	13%	-2
13	CC(=O)N1CN(Cc2ccccn2)Cc2c1sc1c2CCCC1	3%	8	-3%	-16%	-2
14	COc1cccc(C2NC(=O)c3sc(=S)n(-c4ccccc4)c3N2)c1 (stereo not drawn)	-7%	0	-1%	?	-17
15	Cc1cc(C(=O)COC(=O)c2ccc(O)cc2)c(C)n1CC1CCCO1 (stereo not drawn)	-2%	-10	-1%	-4%	-5

item	D2 agonist	Glioma ERSR ind	RGS4 inh	Vif-A3F inh
1	-0.7	-5%	0%	-11%
2	0.0	-5%	-17%	-3%
3	nt	-3%	1%	0%
4	1.1	-3%	-7%	-9%
5	nt	-1%	4%[11.4 µM]	2%
6	nt	-6%	-4%	-20%
7	-0.4	-1%	-26%	-3%
8	nt	-9%	nt	nt
9	-0.3	-4%	12%	1%
10	1.2	-5%	-8%	-2%
11	nt	0%	19%	-17%
12	0.2	0%	15%	1%
13	-0.1	-1%	-1%	0%
14	0.2	-3%	-45%	nt
15	0.0	-9%	-6%	-1%

# (more compounds)
item	molecule	ERG-DNA inh	LDHA inh	Vif-A3G inh	ALOX12 inh	D2 antagonist
16	Cc1ccc(S(=O)(=O)NC(CC(=O)NCc2ccco2)c2ccco2)cc1 (stereo not drawn)	-5%	-6	0%	12%	-35
17	CCCCCn1c(CN2CCN(C(=O)c3ccco3)CC2)nc2c1c(=O)n(C)c(=O)n2C	5%	-5	-2%	2%	-36
18	Cc1ccc2c(C)c(C(=O)NCC3CCOCC3)oc2c1C	nt	-1	0%	-3%	nt
19	CN1C(=O)C(C)(C)c2cc(S(=O)(=O)N3CCN(c4ccccc4F)CC3)ccc21	5%	-5	0%	28%	-17
20	O=S(=O)(NC1=NCCCCC1)c1ccc(F)cc1F	-10%	-13	-1%	182%[activator]	nt
21	C=CCn1c(=NC(=O)c2cc(-c3cccs3)nc3ccccc23)sc2cc(S(N)(=O)=O)ccc21	-1%	-10	-7%	-18%	21
22	COc1ccc(S(=O)(=O)NC(=O)C2(C)CCN2C(=O)Cc2ccc(-c3ccccc3)cc2)cc1 (stereo not drawn)	nt	-3	-2%	-22%	nt
23	CC(=O)Nc1ccc(NC(=O)COc2ccc(S(=O)(=O)N3CCCC3)cc2C)cc1	12%	-6	-3%	?	nt
24	Cc1ccc(S(=O)(=O)CC(=O)Nc2nc3c(C)cc(C)cc3s2)cc1	-4%	-5	1%	?	nt
25	COCCOC(=O)c1c(NC(=O)CN2CCOCC2)sc(C(N)=O)c1C	-4%	-2	1%	4%	-4
26	COCCCNC(=O)CC1C[C@H](C(=O)N2CCOCC2)[C@@]2(C)c3[nH]c4ccccc4c3CCN2C1=O (stereo partly drawn)	2%	-7	-3%	7%	nt
27	OCCCNc1ncnc2oc(-c3ccccc3)c(-c3ccccc3)c12	-1%	-4	0%	-23%	2
28	COc1ccc(CCNC(=O)c2cc(Nc3cc(C)cc(C)c3)nc3ccccc23)cc1OC	-3%	-4	0%	-10%	nt
29	O=C(O)c1ccc(NS(=O)(=O)c2cccc(C(=O)Nc3ccc(Br)cc3)c2)cc1	1%	-5	-6%	-22%	-10
30	O=C(NCCc1cccc(F)c1)C1CCC(=O)N(C2CCCCCC2)C1 (stereo not drawn)	-5%	-2	1%	1%	34*

item	D2 agonist	Glioma ERSR ind	RGS4 inh	Vif-A3F inh
16	-0.4	1%	-11%	0%
17	0.3	-1%	8%	-1%
18	nt	-3%	nt	-5%
19	0.5	-2%	22%	2%
20	nt	-2%	0%	2%
21	2.8	-7%	-15%	-1%
22	nt	-2%	nt	nt
23	nt	-5%	16%	-11%
24	0.1	-2%	-29%	-1%
25	0.2	-1%	-20%	-2%
26	nt	-1%	13%	1%
27	-0.2	-8%	-9%	-24%
28	-0.1	-1%	11%	2%
29	-0.1	-4%	-12%	-6%
30	0.2	7%	0%[56.9 µM]	-20%

# Next part.
item	molecule	ERG-DNA inh	LDHA inh	Vif-A3G inh	ALOX12 inh	D2 antagonist
31	Cn1c(=O)c2ncn(CC(=O)N/N=C/C=C/c3ccccc3)c2n(C)c1=O	8%	-6	-2%	?	2
32	NNC(=O)CCc1nc2ccc(O)cc2[nH]1	-3%	2	-2%	1%	0
33	COC(=O)c1cc(NC(=O)COC(=O)CCc2nc3ccccc3c(=O)[nH]2)cc(C(=O)OC)c1	6%	-4	2%	?	nt
34	Cc1cc(=O)n2nc(N3CCCC(C(=O)NC4CCCCC4C)C3)sc2n1 (stereo not drawn)	-2%	2	6%	-10%	1
35	CC(=O)Nc1ccc(S(=O)(=O)N(C2=NCC(C)S2)c2ccccc2)cc1 (stereo not drawn)	2%	-1	-18%	nt	51*
36	O=C(Nc1ccc2c(c1)OCO2)c1ccc(Cl)nc1	-3%	-9	8%	499%[activator]	-8
37	O=C(O)c1cccnc1Br	2%	-1	0%	-15%	10
38	Cc1nn(Cc2c(F)c(F)c(F)c(F)c2F)c(C)c1NC(=O)c1nn(C)c(C)c1Br	6%	-7	2%	6%	-5
39	CCNc1ccc2noc3c2c1C(=O)c1ccccc1-3	?	16	-4%	-7%	nt
40	COc1ccc(/C=C\C(=O)c2c(O)ccc3c(C)cc(=O)oc23)cc1	-4%	-6	-18%	-12%	27
41	O=C(c1cc2cc([N+](=O)[O-])ccc2s1)N1CCOCC1	9%	-1	1%	14%	3
42	CCOC(=O)c1ccc2c(c1)N(C)C(=O)c1ccccc1S2	-8%	?	-1%	nt	-2
43	CCc1ccc(N(C(=O)c2snc(C(N)=O)c2N)C(C(=O)NCC2CCCO2)c2ccco2)cc1 (stereo not drawn)	0%	2	-9%	?	-4
44	CC(NC(=O)Cc1ccccc1)C1COc2ccccc2O1 (stereo not drawn)	10%	-5	-1%	-8%	-10

item	D2 agonist	Glioma ERSR ind	RGS4 inh	Vif-A3F inh
31	0.8	-2%	5%	-8%
32	-0.9	2%	16%	6%
33	nt	-3%	-19%	7%
34	-0.2	-3%	-16%	2%
35	0.5	-6%	-18%	-4%
36	-0.6	3%	23%	0%
37	0.4	-3%	-9%	-7%
38	0.1	-5%	2%	-8%
39	nt	-2%	-41%	?
40	-0.5	?	-4%[11.4 µM]	1%
41	-0.2	-1%	-4%	0%
42	1.2	-5%	-30%	3%
43	0.0	-3%	15%	0%
44	-2.0	-4%	-17%	12%
